# ELG1 DNA repair = ELG1-dependent DNA repair inhibition | HEK293T ELG1-luciferase reporter, luminescence, 16 h; DNA damage induced by 5-fluorouridine | Potency, µM (doses to about 46.1 µM), for the others: top-dose activity change, negative = inhibition, hits mostly inhibitors | actives 2.3% (n = 330,000) | AID 504467; note: potency is the fitted concentration of half-maximal effect; % is set by controls: 0 for no effect and ±100 for the full control effect; nearly all actives have a fitted effect of over 55% in size
#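 Reporter activity after DNA damage by 5-fluorouridine is monitored. Compound-treated cells incubate 16 hr at 37 °C, then ONE-Glo is added for 30 min before luminescence reading.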
# Integrin act MD = activates integrin-mediated alleviation for muscular dystrophy; alpha7betagal myoblasts, beta-gal FDG fluorescence, 48 h; Potency, µM (top dose mostly 38.3 µM), inactives show top-dose activation, hits mostly activators; actives 0.064% (n = 350,000);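 note: potency is the fitted concentration of half-maximal effect; 100% = response of the positive control SU9516; nearly all actives have a fitted effect of over 60% in size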
#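 alpha7betagal+/- myoblasts (passage 13, 250/well) treated 48 h at 37C with compounds at 1:260 dilution of DMSO stock. Lysed, then beta-galactosidase activity read as FDG fluorescence (ex 480/em 540) after 30 min, with pre-read for autofluorescence.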
# TRPV1 ag = human TRPV1 agonism; actives 0.19% (n = 320,000); TRPV1-expressing cells, Fluo-8 calcium influx, agonist mode; activation, % at 8.33 µM; Q8NER1; AID 540275; in the data active = activation above about 80%; inconclusive = between about 30% and that limit; note: 0% is about no effect
#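 TRPV1-expressing cells were cultured overnight at 35.5C and loaded with Fluo-8 calcium dye for 40 to 90 min at room temperature. After a 10 s baseline, compound was added and calcium influx was read kinetically for 3 min (ex 480/em 520 nm).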
# B2AR arrestin = beta2AR (human) beta-arrestin recruitment activity. beta-arrestin recruitment to beta2AR, cell-based reporter. actives 0.02% (n = 330,000). Potency, µM (highest dose often 46.1 µM), for inactives: at the top dose activation, most hits filed as activators. P07550;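 note: potency is the fitted concentration of half-maximal effect; 0% = DMSO controls and full agonism = EC100 isoproterenol or metaproterenol; nearly all actives have a fitted effect of over 65% in size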
# Target sequence (P07550 whole entry, looked up): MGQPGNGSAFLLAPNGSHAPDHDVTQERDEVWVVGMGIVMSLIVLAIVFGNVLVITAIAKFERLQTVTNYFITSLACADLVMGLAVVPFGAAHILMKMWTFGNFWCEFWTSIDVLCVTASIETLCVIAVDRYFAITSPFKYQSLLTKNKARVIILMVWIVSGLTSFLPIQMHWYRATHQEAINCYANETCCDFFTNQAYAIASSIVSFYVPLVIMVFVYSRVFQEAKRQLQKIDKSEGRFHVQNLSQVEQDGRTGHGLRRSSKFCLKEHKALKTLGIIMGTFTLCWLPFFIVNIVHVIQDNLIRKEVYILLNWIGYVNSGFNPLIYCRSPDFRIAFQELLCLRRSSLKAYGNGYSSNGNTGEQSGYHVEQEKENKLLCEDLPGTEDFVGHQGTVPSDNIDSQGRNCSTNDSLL
# BRCA1 expr act = increases BRCA1 expression | MCF7-BRCA1-FFLuc reporter, luminescence, 48 h; response scale: scaled: vehicle 0%, 10 µM genistein 100% | Potency, µM (doses to about 46.1 µM), inactives show top-dose activation, most hits filed as activators | actives 1.1% (n = 380,000) | AID 624202; note: potency is the fitted concentration of half-maximal effect; nearly all actives have a fitted effect of over 80% in size; some results filed as inactive show a strong effect at the top dose
#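 Activators of BRCA1 expression were detected as increased firefly luciferase luminescence in engineered MCF7 cells after 48 h compound incubation. Signals were scaled to genistein 10 microM as full activation.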
# CXXC DNA block = blocks binding of human MLL CXXC domain to DNA; Potency, µM (titrated, usually from 115 µM), without a hit: at the top dose activity change, negative = inhibition, hits mostly inhibitors; Q03164; MLL-CXXC / FITC-HOXA9 DNA fluorescence polarization; actives 0.037% (n = 290,000); active = well fitted inhibition curve with a large enough effect in the polarisation, with a control signal flat, not every such curve was filed as active; inconclusive = small, poorly fitted or top-dose-only effect, or effect the other way, or a change in a side signal; inactive = no such curve, though single readings can be large or run the other way; the % refers to the polarisation; note: potency is the fitted concentration of half-maximal effect
#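 Fluorescence polarization: 7 uM MLL-CXXC (stock) preincubated 5 min with compounds, then 50 nM fluorescein-HOX-A9 DNA (stock) added; 30 min ambient. Buffer 50 mM Tris-HCl pH 7.5, 50 mM NaCl, 1 mM DTT, 0.05% BSA.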
# TSG101-PTAP inh = blocks PTAP/TSG101 interaction to inhibit HIV-1 budding; Fluorescence polarization, FITC-PTAP peptide / Tsg101 binding; Potency, µM (series often up to 115 µM), without a hit: top-dose activity change, negative = inhibition, hits mostly inhibitors; Q99816; 340,000 tested, under 10 active; active = well fitted inhibition curve with a large enough effect in the main read-out, with a control signal flat, not every such curve was filed as active; inconclusive = small, poorly fitted or top-dose-only effect, or effect the other way, or a change in a side signal; inactive = no such curve, though single readings can be large or run the other way; note: potency is the fitted concentration of half-maximal effect; % of control where 0% means no effect
# Target sequence (Q99816 whole entry, looked up): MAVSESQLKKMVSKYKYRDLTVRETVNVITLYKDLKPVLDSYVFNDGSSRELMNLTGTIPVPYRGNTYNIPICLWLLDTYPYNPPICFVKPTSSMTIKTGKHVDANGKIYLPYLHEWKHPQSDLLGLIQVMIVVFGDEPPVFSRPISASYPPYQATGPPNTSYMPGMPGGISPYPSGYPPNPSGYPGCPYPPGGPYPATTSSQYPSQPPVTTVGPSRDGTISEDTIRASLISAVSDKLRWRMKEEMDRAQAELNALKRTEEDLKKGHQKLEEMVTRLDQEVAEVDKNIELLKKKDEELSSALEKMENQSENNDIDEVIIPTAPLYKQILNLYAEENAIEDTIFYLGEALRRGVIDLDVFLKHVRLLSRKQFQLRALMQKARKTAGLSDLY
#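 Compounds were pin-transferred onto Tsg101 binding domain (10 uM final) in HEPES pH 7.5 buffer, then FITC-PTAP peptide was added at 50 nM final. After 20 min at RT, polarization reported peptide displacement across a qHTS concentration series.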
# AT treatment = candidate therapy for ataxia-telangiectasia | Potency, µM (titrated, usually from 57.5 µM), inactives show at the highest dose activation, actives largely listed as activators | actives 0.19% (n = 320,000) | […] A-T fibroblasts, KAP-1 phosphorylation AlphaLISA; neocarzinostatin DNA damage 30 min before lysis; note: potency is the fitted concentration of half-maximal effect; % of control where 0% means no effect; nearly all actives have a fitted effect of over 45% in size
#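 ATM-like activity read as KAP-1 phosphorylation via AlphaLISA donor/acceptor antibody pairs after lysis and 6 hr at 25C. Cells were ATM-null patient fibroblasts ([…], hTERT), dosed 60 min, then exposed to the DSB inducer NCS for 30 min.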
# p53 reactivation = restores transcriptional activity of mutant p53; H1299 p53-A138V BP100-luciferase reporter, luminescence, 24 h; Potency, µM (series often up to 92.2 µM), for inactives: top-dose activity change, positive = activation, usual class: activators; actives 0.063% (n = 320,000); AID 504706; note: potency is the fitted concentration of half-maximal effect; % of control where 0% means no effect; nearly all actives have a fitted effect of over 45% in size
#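 H1299 (p53-null), stable ts p53-A138V + BP100-Luc; 1000 cells/well, Opti-MEM/10% FBS; cpd 4 pt, 1:5; 24 h, 37 deg C, 5% CO2; detection reagent 10 min RT; luminescence.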
# TCR activator = activates T cell receptor signaling; primary human leukocytes, anti-CD3, IL-2 HTRF, 48 h; 330,000 tested, under 10 active; Potency, µM (titrated, usually from 9.22 µM), inactives show at the top dose activation of IL-2 secretion, hits mostly activators; note: % of control where 0% means no effect
#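 Compounds are tested in HTS on primary human leukocytes co-incubated with a-CD3 beads for 48 hr. IL-2 output is measured by time-resolved FRET.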
# * = called active by the depositor; ? = inconclusive; . = not tested or not shown; [ ] = dose if it differs, or a comment. Unless noted, calls come from the whole dose curve; as a rule, active = well fitted curve in the direction sought with a large enough effect; inconclusive = small, poorly fitted or top-dose-only effect, or another doubt; inactive = no such curve, though single readings can be large; an effect the other way counts as inactive or inconclusive.
entry	Structure	ELG1 DNA repair	Integrin act MD	TRPV1 ag	B2AR arrestin	BRCA1 expr act
1	COc1nc(-c2cccc([N+](=O)[O-])c2)nc2ccccc12	-7%	-6%	2	0.5%	-17%
2	COc1ccc(N2CCN(C(=O)CSc3nnc(COc4cccc5cccnc45)o3)CC2)cc1	?	-26%	1	-0.1%	-25%
3	CNc1ccn(C2CCCO2)c(=O)n1 (stereo not given)	-5%	-11%	3	6.5%	3%
4	O=C(NC(=O)c1cccc(F)c1)Nc1nc(-c2ccc(F)cc2)cc(C(F)(F)F)n1	2%	-5%	-2	-0.1%	-28%
5	O=C(CCSc1nccn1Cc1ccccc1)N1CCOCC1	?	-20%	-4	-0.2%	48%
6	CC1CCN(CCc2nc3cc(NC(=O)COc4ccc(Cl)cc4)ccc3n2C)CC1	-5%	-60%[inhibitor]	7	-1.0%	-50%
7	Cc1ccc(S(=O)(=O)N2CCC[C@H]2C(=O)OC(C)C(=O)Nc2ncc(Cl)cc2Cl)cc1 (stereo not given in full)	8%	-10%	-2	0.4%	8%
8	Cc1cc(C)nc(N2CCC(C(=O)O)CC2)n1	-5%	15%	-2	-0.4%	20%
9	Cc1ccc(CN2CCN(/N=C/c3sccc3C)CC2)c(C)c1	2%	-8%	6	1.2%	-21%
10	COc1ccc(NC(=O)N2CCC(c3ccccc3)C2)c(OC)c1 (stereo not given)	?	0%	.	-0.4%	5%
11	CC1(C)CC(=O)c2cc(C(=O)O)c(=O)n(-c3ccccc3)c2C1	10%	-7%	0	0.0%	-13%
12	O=C1N(Cc2cccnc2)C[C@@H]2C[C@@H](c3ccccc3C#Cc3ccccc3)N3CCC[C@@]123	-8%	-10%	6	-0.7%	-31%

entry	CXXC DNA block	TSG101-PTAP inh	AT treatment	p53 reactivation	TCR activator
1	-3%	1%	-12%	5%	1%
2	7%	0%	0%	7%	0%
3	1%	-10%	-3%	5%	9%
4	-1%	-3%	2%	-1%	-13%
5	2%	-2%	7%	?	3%
6	2%	-3%	-6%	13%	1%
7	0%	-3%	-2%	6%	3%
8	-6%	-3%	-9%	15%	0%
9	2%	-13%	-6%	13%	3%[46.1 µM]
10	3%	-4%	13%	2%	0%
11	15%	-3%	6%	1%	.
12	-1%	-5%	2%	-1%	5%

# Reformatted: results already given.
1	COc1nc(-c2cccc([N+](=O)[O-])c2)nc2ccccc12
9	Cc1ccc(CN2CCN(/N=C/c3sccc3C)CC2)c(C)c1
5	O=C(CCSc1nccn1Cc1ccccc1)N1CCOCC1
12	O=C1N(Cc2cccnc2)C[C@@H]2C[C@@H](c3ccccc3C#Cc3ccccc3)N3CCC[C@@]123
3	CNc1ccn(C2CCCO2)c(=O)n1 (stereo not given)
2	COc1ccc(N2CCN(C(=O)CSc3nnc(COc4cccc5cccnc45)o3)CC2)cc1
assay / entry,1,9,5,12,3,2
ELG1 DNA repair,-7%,2%,?,-8%,-5%,?
Integrin act MD,-6%,-8%,-20%,-10%,-11%,-26%
TRPV1 ag,2,6,-4,6,3,1
B2AR arrestin,0.5%,1.2%,-0.2%,-0.7%,6.5%,-0.1%
BRCA1 expr act,-17%,-21%,48%,-31%,3%,-25%
CXXC DNA block,-3%,2%,2%,-1%,1%,7%
TSG101-PTAP inh,1%,-13%,-2%,-5%,-10%,0%
AT treatment,-12%,-6%,7%,2%,-3%,0%
p53 reactivation,5%,13%,?,-1%,5%,7%
TCR activator,1%,3%[46.1 µM],3%,5%,9%,0%

# Additional entries.
entry	Structure	ELG1 DNA repair	Integrin act MD	TRPV1 ag	B2AR arrestin	BRCA1 expr act
13	c1ccc2sc(-c3ccncc3)nc2c1	?	2%	.	-0.5%	?
14	CCCCn1c(N)c(N(CC)C(=O)c2ccc(C)cc2)c(=O)[nH]c1=O	-5%	-20%	-1	-0.1%	-17%
15	CSc1ccc(CNC(=O)Cc2ccc(NC(=O)C3=C(C)OCCS3)cc2)cc1	?	0%	25	0.4%	70%
16	Cc1c(NC(=O)c2cccc(NC(=O)c3ccco3)c2)cccc1C(=O)O	11%	1%	2	0.1%	24%
17	COc1ccc(CCNC(=O)/C=C/C(=O)O)cc1OC	8%	-23%	-1	0.0%	0%
18	Cc1ccccc1C(=O)Nc1ccc(C(=O)N/N=C/c2ccc(O)c(Br)c2)cc1	-19%	-8%	4	-0.1%	12%
19	CN(C)/C=C1\SC(=S)N(N2C(=O)C3C4C=CC(C4)C3C2=O)C1=O (stereo not given)	-4%	-6%	-3	0.5%	18%
20	c1cncc(-c2nnc(-c3cccnc3)nn2)c1	?	-11%	2	-0.1%	-87%[inhibitor]
21	COc1ccccc1/C=C/C=N/NC(=O)CN1CCN(S(=O)(=O)c2ccc(C)cc2)CC1	1%	3%	1	0.4%	-20%
22	COc1ccc(C)cc1N(C(=O)CNC(=O)c1ccco1)C(C(=O)NCC1CCCO1)c1ccccc1 (stereo not given)	0%	45%	1	0.0%	-2%
23	O=C(O)CCc1nn2cc(-c3ccccc3)nc2[nH]c1=O	11%	-2%	4	-0.2%	-6%
24	Cc1cc(=O)oc2c1c(C)nn2-c1ccc(Br)cc1	4%	0%	3	-0.1%	-61%

entry	CXXC DNA block	TSG101-PTAP inh	AT treatment	p53 reactivation	TCR activator
13	-8%	0%	8%	14%	1%
14	-1%	0%	-7%	0%	1%
15	12%	2%	5%	?	-6%
16	14%	0%	6%	8%	-13%
17	-12%	-1%	1%	1%	-1%
18	6%	-1%	2%	-2%	-3%
19	2%	-2%	-12%	0%	-15%
20	-1%	-1%	18%	-17%	-14%
21	10%	-1%	0%	2%	-3%[46.1 µM]
22	4%	-3%	4%	1%	8%
23	1%	-1%	-7%	5%	-8%[46.1 µM]
24	4%	-1%	-1%	1%	-3%

# Remaining list, next part.
entry	Structure	ELG1 DNA repair	Integrin act MD	TRPV1 ag	B2AR arrestin	BRCA1 expr act
25	Cc1noc(C)c1CSCC(=O)Nc1ccccc1N1CCCCC1	-16%	.	10	0.1%	.
26	COc1ccc(N(Cc2cc3cc(OC)ccc3[nH]c2=O)C(=O)c2cccnc2)cc1	-4%	-12%	11	-0.2%	-15%
27	O=C(O)CCSc1nnc(-c2ccncc2)n1-c1ccccc1	2%	3%	3	0.3%	-9%
28	Cc1ccc2nc(/C(C#N)=C\c3ccc(OC(=O)c4cccs4)cc3)[nH]c2c1	?	-2%	.	0.0%	-15%
29	COC(=O)CN1C(=O)C2(C(C#N)=C(N)Oc3cc(C)oc(=O)c32)c2ccccc21 (stereo not given)	-2%	-13%	-3	0.3%	2%
30	COc1ccc(NC(=O)CN2C(=O)C(C)Oc3ccccc32)cc1OC (stereo not given)	-2%	5%	1	0.4%	-14%
31	CC(C(=O)NN=C(c1ccccc1)c1ccccc1)N1CCCC1 (stereo not given)	-1%	-32%	10	0.0%	-1%
32	CCN(CC(=O)Nc1ccc(Cl)c(C(F)(F)F)c1)CC(=O)NC1CCS(=O)(=O)C1 (stereo not given)	?	-27%	4	-0.2%	-3%
33	O=C(NC1CCCCC1)C1CCCN(S(=O)(=O)c2cnc[nH]2)C1 (stereo not given)	-6%	6%	1	-0.3%	0%
34	CN1CCN(S(=O)(=O)c2cc(C(F)(F)F)ccc2Cl)CC1	0%	-36%[inhibitor]	0	3.3%	-21%
35	O=C(CCC1CCCN(C(=O)Cn2cnnn2)C1)NCc1ccc(F)c(F)c1 (stereo not given)	17%	19%	2	2.9%	-22%
36	COc1cc2c(cc1OC)C(c1ccccc1)N(C(=O)C(C)(C)C)CC2 (stereo not given)	0%	?	2	-0.4%	-6%

entry	CXXC DNA block	TSG101-PTAP inh	AT treatment	p53 reactivation	TCR activator
25	.	.	7%	9%	.
26	4%	-3%	3%	0%	-6%
27	-7%	-3%	.	0%	0%[46.1 µM]
28	108%[activator]	0%	-6%	17%	8%
29	-1%	0%	.	-3%	4%
30	7%	0%	-1%	.	2%
31	.	-3%	-1%	10%	-7%
32	-2%	-3%	2%	2%	-5%
33	5%	-4%	3%	3%	-19%
34	-9%	2%	-2%	-17%	2%
35	-6%	-1%	6%	9%	-21%
36	-22%	-6%	13%	5%	0%

# Later entries.
entry	Structure	ELG1 DNA repair	Integrin act MD	TRPV1 ag	B2AR arrestin	BRCA1 expr act
37	CCOc1ccc(C(=O)Nc2ccc(Cc3ccncc3)cc2)cc1Br	?	25%	?	0.1%	-6%
38	COc1ccc(OC)c(N(CC(=O)N2CCc3ccccc3C2)S(C)(=O)=O)c1	-3%	-5%	-6	-0.1%	14%
39	Cn1nccc1C(=O)N1CCCC(Nc2ccc(F)cc2)C1 (stereo not given)	20%	19%	12	0.1%	22%
40	Cc1nn(CCC#N)c(NC(=O)c2ccccc2)c1P(=O)(Nc1ccc(Br)cc1)N1CCOCC1 (stereo not given)	9%	27%	9	0.2%	9%

entry	CXXC DNA block	TSG101-PTAP inh	AT treatment	p53 reactivation	TCR activator
37	5%	-7%	2%	-3%	3%
38	-11%	-3%	12%	-9%	1%
39	-3%	-7%	0%	-1%	-7%
40	-5%	1%	0%	3%	3%

# Screening data (PubChem)
